Assay outcomes as filed in PubChem.
Epigenetic reg – epigenetic control regulation, reporter derepression | actives 0.2% (n = 280,000) | Potency, µM (top dose mostly 53.9 µM), for the others: at the highest dose GFP activation, hits mostly activators | murine LDR cells, GFP reporter derepression, 30 h; active = well fitted activation curve with a large enough effect; inconclusive = small, poorly fitted or top-dose-only effect; also: % of control where 0% means no effect; nearly all actives have a fitted effect of over 60% in size
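Reporter derepression read as number of fluorescent GFP-positive objects, 20-120 um in size, counted by laser-scanning cytometer. Mouse LDR line with an epigenetically silenced CMV-GFP locus; compound incubation 30 h, 37 C.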
Lamin A splicing – modulators of lamin A splicing | HeLa LMNA splicing GFP/RFP minigene ratio, 48 h | Potency, µM (doses to about 46.1 µM), for the others: at the highest dose ratio change, negative = inhibition, most hits filed as inhibitors | actives 0.01% (n = 200,000) | AID 1487; active = well fitted inhibition curve with a large enough effect in the signal ratio, with a control signal flat, not every such curve was filed as active; inconclusive = small, poorly fitted or top-dose-only effect, or effect the other way, or a change in a side signal; the % refers to the signal ratio; also: % is scaled to controls: 0 for no effect and ±100 for the full control effect
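S3 HeLa stable clones carrying a lamin A-EGFP splicing minigene plus DsRed2 were seeded at 600 cells/well in Opti-MEM with 2% FBS, pin-dosed and incubated 48 h at 37°C. Acumen cytometry (488 nm) gave the GFP/RFP total-intensity ratio.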
An asterisk follows results filed as active; ? = inconclusive; [ ] = dose if it differs, or a comment. Potency is read from the fitted curve at half-maximal effect.

SMILES | Epigenetic reg | Lamin A splicing
COc1cc(Cl)c(NC(=O)C(NS(=O)(=O)c2cccs2)C(C)C)c(OC)c1 (stereo unspecified) | 2.7% | -5%[46 µM]
CCOc1ccc(CNC(=O)C2CCCN(c3nn4cc(-c5ccc(F)cc5)nc4s3)C2)cc1 (stereo unspecified) | ? | 4%[46 µM]
CCOc1ccc(-n2cc(-c3ccccc3)c3c(Nc4cccc(F)c4)ncnc32)cc1 | 3.7% | 7%[46 µM]
Cc1cc(Nc2cccc(C(F)(F)F)c2)nc2ccc(NC(=O)Cc3ccc(Cl)cc3)cc12 | 0.0% | ?
CCc1ccc(-n2nc(C)c3c(C)cc(=O)n(CC(=O)Nc4ccc(C)c(F)c4)c32)cc1 | 0.0% | -4%[46 µM]
CCOC(=O)c1cccc(NC(=O)c2cc(S(=O)(=O)N3CCCC(C)C3)cn2C)c1 (stereo unspecified) | 0.0% | -3%[46 µM]
COC(=O)c1ccc2c(c1)N(CC(=O)Nc1cccc(Cl)c1C)C(=O)c1ccccc1S2 | ? | 4%[46 µM]
CCOC(=O)c1ccc(NC(=O)C2CCCN(c3ncnc4onc(-c5ccc(F)cc5)c34)C2)cc1 (stereo unspecified) | -1.3% | -1%[46 µM]
Cc1ccc(NS(=O)(=O)c2ccc3[nH]c4c(c3c2)CCCCCC4)cc1 | 5.0% | ?
CCOC(=O)C1=C(CN(CC)Cc2ccccc2)NC(=O)NC1c1ccc(OC)cc1 (stereo unspecified) | -1.2% | ?
COc1ccc(NC(=O)c2cc3cc(C)ccc3n2C)cc1 | -3.2% | 22%[46 µM]
Cc1ccc2nc(CSc3nnc(NC(=O)c4cccc(Br)c4)s3)cc(=O)n2c1 | -2.7% | ?
CCc1cccc(NS(=O)(=O)c2cc(-c3cnc(C)o3)ccc2OC)c1 | -3.4% | -26%[46 µM]
O=C(Nc1nc2c(F)cc(F)cc2s1)c1ccc2c(c1)OCCO2 | -5.2% | -2%[46 µM]
CN1C(=O)Cc2cc(S(=O)(=O)N3CCN(c4cccc(C(F)(F)F)c4)CC3)ccc21 | -1.2% | ?
COc1ccc(C2C(=O)N(C3CCCCCC3)CC(=O)N2Cc2ccc(C)cc2)cc1 (stereo unspecified) | 3.7% | 11%[46 µM]
Cc1ccc(C)c(NC(=O)CN2C(=O)CCc3cc(S(=O)(=O)N4CCCCC4)ccc32)c1 | -4.0% | ?
CCN1CCN(CCCNC(=O)c2ccc3c(c2)sc2nc(-c4ccc(OC)cc4)cn23)CC1 | 0.0% | 21%[46 µM]
Cc1ccc(-c2nn3c(C)nnc3c3ccccc23)cc1S(=O)(=O)NCC(C)O (stereo unspecified) | -0.8% | ?
Cc1ccc2nc(N3CCC(C(=O)N4CCN(c5cccc(Cl)c5)CC4)CC3)[nH]c2c1 | -3.4% | -22%[46 µM]

Twelve entries out of the list, arranged by formula weight, largest number first:
SMILES | Epigenetic reg | Lamin A splicing
CCOc1ccc(CNC(=O)C2CCCN(c3nn4cc(-c5ccc(F)cc5)nc4s3)C2)cc1 (stereo unspecified) | ? | 4%[46 µM]
Cc1cc(Nc2cccc(C(F)(F)F)c2)nc2ccc(NC(=O)Cc3ccc(Cl)cc3)cc12 | 0.0% | ?
Cc1ccc2nc(N3CCC(C(=O)N4CCN(c5cccc(Cl)c5)CC4)CC3)[nH]c2c1 | -3.4% | -22%[46 µM]
CCOC(=O)c1cccc(NC(=O)c2cc(S(=O)(=O)N3CCCC(C)C3)cn2C)c1 (stereo unspecified) | 0.0% | -3%[46 µM]
COc1cc(Cl)c(NC(=O)C(NS(=O)(=O)c2cccs2)C(C)C)c(OC)c1 (stereo unspecified) | 2.7% | -5%[46 µM]
CCc1ccc(-n2nc(C)c3c(C)cc(=O)n(CC(=O)Nc4ccc(C)c(F)c4)c32)cc1 | 0.0% | -4%[46 µM]
CCOC(=O)C1=C(CN(CC)Cc2ccccc2)NC(=O)NC1c1ccc(OC)cc1 (stereo unspecified) | -1.2% | ?
COc1ccc(C2C(=O)N(C3CCCCCC3)CC(=O)N2Cc2ccc(C)cc2)cc1 (stereo unspecified) | 3.7% | 11%[46 µM]
Cc1ccc(-c2nn3c(C)nnc3c3ccccc23)cc1S(=O)(=O)NCC(C)O (stereo unspecified) | -0.8% | ?
CCc1cccc(NS(=O)(=O)c2cc(-c3cnc(C)o3)ccc2OC)c1 | -3.4% | -26%[46 µM]
Cc1ccc(NS(=O)(=O)c2ccc3[nH]c4c(c3c2)CCCCCC4)cc1 | 5.0% | ?
O=C(Nc1nc2c(F)cc(F)cc2s1)c1ccc2c(c1)OCCO2 | -5.2% | -2%[46 µM]

Other compounds follow.
SMILES | Epigenetic reg | Lamin A splicing
O=C(Cn1nc2c(cc1=O)CCCC2)NCc1ccccc1Cl | 0.0% | -2%[46 µM]
CC(CNC(=O)C1CCN(C(=O)N2CCOc3ccc(Cl)cc32)CC1)c1ccccc1 (stereo unspecified) | 0.8% | ?
COc1ccc(S(=O)(=O)NCCc2csc3nc(-c4ccc(OC)c(OC)c4)nn23)cc1C | -0.1% | 7%[46 µM]
CCOCCCNC(=O)Cn1ncc2c([nH]c3ccccc32)c1=O | -1.2% | -11%[46 µM]
CCOc1ccc(CNC(=O)C2Cc3ccccc3N2C(=O)CC)cc1 (stereo unspecified) | 1.9% | 3%[46 µM]
COc1ccc(CNC(=O)CCCCCn2c(=O)[nH]c3ccccc3c2=O)cc1 | 2.3% | -10%[46 µM]
CCOC(=O)c1c(C)oc2ncnc(N3CCN(c4ccccc4F)CC3)c12 | 0.0% | -10%[46 µM]
CCc1c(C)sc2c1CCN(Cc1ccc(F)cc1)C2c1ccccc1 (stereo unspecified) | 3.1% | ?
O=C(Cn1nc(-c2ccc(Cl)cc2)ccc1=O)NCCc1ccccc1 | -0.5% | 5%[46 µM]
Cc1cccc(Cn2c(=O)n(CC3CCC(C(=O)N4CCC(C)CC4)CC3)c(=O)c3sccc32)c1 (stereo unspecified) | 0.0% | 7%[46 µM]
CCCC(=O)Nc1nnc(S(=O)(=O)N2CCCCCC2)s1 | 0.8% | -13%[46 µM]
O=C1CS(=O)(=O)C2(C(=O)N(Cc3ccccc3)c3ccccc32)N1c1ccccc1 (stereo unspecified) | 0.0% | -7%[46 µM]
CC(C)(C)c1ccc(S(=O)(=O)NCc2ccc3c(c2)CCN3C(=O)c2ccccc2)cc1 | -5.3% | ?
CCOC(=O)c1[nH]c(C)c(CCC(=O)Nc2ccc(C)cc2Cl)c1C | -0.9% | 6%[46 µM]
Cc1nn2c(=O)cc(COC(=O)c3ccc(NC(=O)c4cccs4)cc3)nc2s1 | 4.4% | -6%[46 µM]
Cc1ccc(Cl)cc1N1CCN(C(=O)Cn2cnc3onc(-c4ccc(F)cc4)c3c2=O)CC1 | -0.2% | 0%[46 µM]
COc1ccc(N2CCN(C(=O)c3nc(-c4ccc(Cl)cc4)n4c3CCCCC4)CC2)cc1 | 0.0% | ?
O=C(OCc1cc(=O)n2nc(C3CCCCC3)sc2n1)c1ccccc1Cl | 7.4% | -1%[46 µM]
CC(C)c1nc2n(n1)C1(CCCCC1)[C@@H]1CCCC[C@@H]1N2 | -2.7% | -7%[46 µM]
COC(=O)c1ccc(Nc2ncnc3c2cnn3-c2ccccc2)cc1 | 4.6% | 0%[46 µM]
CCc1c(C)sc2c1CCN(C(=O)Nc1cc(C)cc(C)c1)C2c1ccccc1 (stereo unspecified) | 0.0% | -15%[46 µM]
COc1ccc(C)cc1NC(=O)C(=O)NCC(c1cccnc1)N1CCN(c2ccccc2F)CC1 (stereo unspecified) | 0.0% | -22%[46 µM]
Cc1ccc(CNC(=O)Cn2ncc3c([nH]c4ccc(C)cc43)c2=O)cc1 | -1.3% | 15%[46 µM]
CCc1ccccc1NC(=O)CN(c1ccccc1)S(=O)(=O)c1ccsc1C(=O)OC | 1.5% | ?
Cc1cccc(N2C(=O)CS(=O)(=O)C23C(=O)N(Cc2c(F)cccc2Cl)c2ccccc23)c1 (stereo unspecified) | -1.3% | 2%[46 µM]
CCc1ccc(NC(=O)c2cc(S(=O)(=O)NC3CCCC3)ccc2F)cc1 | 3.9% | ?
COc1cc(NC(=O)CCn2nc(C)cc2C)cc(OC)c1OC | 1.1% | 15%[46 µM]
Cc1ccc(C)c(CSc2c(C(C)C)cnc3c2c(=O)n(C)c(=O)n3C)c1 | -3.7% | ?
Cc1nn(-c2ccc(N3CCCC3)nn2)c(C)c1CCC(=O)Nc1ccccc1 | 1.1% | -6%[46 µM]
CC(=O)C1=C(c2ccc(C)cc2)N(C(C)=O)n2c(nnc2-c2ccccc2)S1 | -2.3% | -14%[46 µM]
CCOC(=O)c1ccccc1NC(=O)N1CCOc2ccc(Cl)cc21 | -1.6% | ?
CC(C)c1ccc(C2=CC(c3cccc(Cl)c3)n3c(nc4ccccc43)N2)cc1 (stereo unspecified) | -0.2% | ?
CN1CCN(C(CNC(=O)C(=O)Nc2ccc(Cl)cc2)c2cccnc2)CC1 (stereo unspecified) | 0.8% | ?
Cc1ccc(CSc2nc3c([nH]c4ccccc43)c(=O)n2C)cc1 | 2.5% | -13%[46 µM]
COc1ccccc1CNC(=O)CN1C(=O)CCc2cc(S(=O)(=O)N3CCCCC3)ccc21 | -4.1% | -11%[46 µM]
COc1ccc(C(=O)NCC(c2cccnc2)N2CCc3ccccc32)cc1 (stereo unspecified) | 0.8% | -9%[46 µM]
COc1ccc(NC(=O)c2cc3c(=O)n(C)c4cc(Cl)ccc4c3s2)cc1Cl | -1.1% | 2%[46 µM]
CC(C)OCCCNC(=O)CN1C(=O)c2cccnc2Sc2ccccc21 | 3.8% | 6%[46 µM]
CCc1ccc(Nc2ncnc3sc4c(c23)CCCC4)cc1 | -1.3% | ?
CC(C)c1ccc(S(=O)(=O)NCc2ccc3c(c2)CCN3C(=O)c2ccccc2)cc1 | 1.8% | 13%[46 µM]
COc1ccc2oc(-c3ccc(C)c(NC(=O)c4cccnc4)c3)nc2c1 | 0.0% | ?
COc1ccc(N2C(=O)CS(=O)(=O)C23C(=O)N(Cc2c(F)cccc2Cl)c2ccccc23)cc1 (stereo unspecified) | -1.3% | ?
COc1ccc(N2CCN(S(=O)(=O)c3ccc4c(c3)C(C(C)C)C(=O)N4)CC2)cc1 (stereo unspecified) | -1.6% | 3%[46 µM]
CCc1ccc(NC(=O)CSC2=Nc3ccccc3C3=NC(CCC(=O)NCCc4ccccc4)C(=O)N23)cc1 (stereo unspecified) | -0.2% | ?
CCCCN(CC)C(=O)c1cc2c(=O)n3cccc(C)c3nc2n1C | 0.0% | 3%[46 µM]
CN(C)c1ccc(C(CNC(=O)c2ccc(C(C)(C)C)cc2)N2CCCC2)cc1 (stereo unspecified) | -4.1% | -11%[46 µM]
Cc1ccc(CN2CCCn3nc(C(=O)NCc4cc(C)ccc4C)cc3C2=O)cc1 | -5.4% | -19%[46 µM]
Cc1ccc(CNS(=O)(=O)c2cnc(N)nc2)cc1 | 2.2% | 12%[46 µM]
O=S(=O)(Nc1ccc(-c2ccc(N3CCCCCC3)nn2)cc1)c1ccc(C(F)(F)F)cc1 | -1.7% | ?
Cc1ccccc1CNC(=O)Cn1nc(C)c2nn(-c3ccc(Cl)cc3)c(C)c2c1=O | 0.5% | ?

(continued)
SMILES | Epigenetic reg | Lamin A splicing
COc1ccc(N2CCN(C(=O)COCc3cc(-c4ccc5c(c4)OCO5)on3)CC2)cc1 | -0.4% | 9%[46 µM]
Cc1cccc(N(C)S(=O)(=O)c2nnc(NC(=O)C(C)(C)C)s2)c1 | 0.0% | ?
COc1ccc2c(c1)CC(C(=O)NCCc1ccc(S(N)(=O)=O)cc1)CO2 (stereo unspecified) | -1.7% | -3%[46 µM]
Cc1cccc(N2CCN(C(=O)c3cccn4c(=O)c5cc(Cl)ccc5nc34)CC2C)c1 (stereo unspecified) | -0.5% | ?
COc1cc(OC)c(NC(=O)C(C)n2c(=O)cc(-c3ccccc3)c3c(C)nn(C)c32)cc1Cl (stereo unspecified) | 1.1% | 4%[46 µM]
CCOC(=O)C1CCC(CN(Cc2ccccc2)S(=O)(=O)c2ccc(Cl)cc2)CC1 (stereo unspecified) | -2.5% | ?
COc1ccccc1NC(=O)CSC1=Nc2ccccc2C2=NC(CC(=O)NCc3cccs3)C(=O)N12 (stereo unspecified) | -0.2% | ?
CCOC(=O)c1[nH]c(C)c(CCC(=O)N2CCN(c3ccc(Cl)cc3)CC2)c1C | 6.2% | -3%[46 µM]
CCN(CC)C(=O)Cn1c(=O)cc(C)c2c(C)nn(C)c21 | 0.0% | 8%[46 µM]
CCOc1ccc(CNC(=O)c2sc3ncnc(N(C)C4CCCCC4)c3c2C)cc1 | -1.3% | ?
COc1ccccc1CNC(=O)COCc1cc(-c2ccc3c(c2)OCO3)on1 | -1.2% | -6%[46 µM]
CCc1ccc(-n2nc(C)c3c(C(=O)N4CCN(c5ccccc5)CC4)cc(C)nc32)cc1 | -1.3% | 1%[46 µM]
COc1ccccc1N1CCN(C(CNC(=O)C(=O)NCCN(C)C)c2cccnc2)CC1 (stereo unspecified) | 0.8% | 2%[46 µM]
Cc1ccc(CNS(=O)(=O)c2ccc(F)c(C(=O)Nc3ccc(C)c(F)c3)c2)cc1 | 0.8% | -8%[46 µM]

This is a subset; count on the stated rates, not on these rows.
